PAFAH1B3 FP inh: PAFAH1B3 enzyme inhibitors, primary screen, biochemical, fluorescence polarization, human. Platelet-activating factor acetylhydrolase IB subunit alpha1 (Homo sapiens), Q15102. recombinant PAFAH1B3, FP-rhodamine probe. inhibition, % at 3.39 µM. actives 0.28% (n = 340,000). AID 492972, 2010;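 active means inhibition above the screen-wide average of all tested compounds plus 3 SD, cut at about 25% in these data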;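 further: 0% = enzyme with DMSO only and 100% = wells lacking PAFAH1B3 protein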
LYPLA1 inh: LYPLA1 inhibitors, primary screen, counter-screen for PME1 inhibitor project, biochemical, fluorescence polarization, FP-Rh probe ABPP; recombinant LYPLA1; Acyl-protein thioesterase 1 (Homo sapiens), O75608; inhibition, % at 5.9 µM; actives 0.16% (n = 320,000); AID 2174, 2009;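 active means inhibition above the mean of all tested compounds plus 3 SD, set per campaign, cut at about 14% in these data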;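 further: inhibitors block serine hydrolase probe labeling of LYPLA1 so polarization falls; 0% = enzyme with DMSO and 100% = wells lacking LYPLA1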
Target sequence (O75608 whole entry, looked up): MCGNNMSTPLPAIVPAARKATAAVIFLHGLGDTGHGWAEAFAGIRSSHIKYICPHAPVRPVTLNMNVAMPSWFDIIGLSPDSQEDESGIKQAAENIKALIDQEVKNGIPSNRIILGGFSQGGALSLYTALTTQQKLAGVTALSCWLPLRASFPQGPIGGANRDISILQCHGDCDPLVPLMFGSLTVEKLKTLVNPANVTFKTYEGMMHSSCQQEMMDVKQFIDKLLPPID
pPAFAH inh: pPAFAH enzyme inhibitors, primary screen, biochemical, fluorescence polarization, human; recombinant pPAFAH, FP-rhodamine probe fluorescence polarization; inhibition, % at 3.39 µM; actives 1.5% (n = 330,000);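 active means inhibition above the mean inhibition across the screen plus 3 SD, cut at about 25% in these data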;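 further: inhibitors block binding of the rhodamine activity-based probe so polarization drops; 0% = enzyme with DMSO and 100% = wells lacking pPAFAH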
PAFAH1B2 FP inh: PAFAH1B2 enzyme inhibitors, primary screen, biochemical, fluorescence polarization, human. Platelet-activating factor acetylhydrolase IB subunit alpha2 (Homo sapiens), P68402. recombinant PAFAH1B2, FP-rhodamine activity probe. inhibition, % at 3.39 µM. actives 1.2% (n = 340,000). AID 492953, 2010;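 active means inhibition above the mean of all tested compounds plus 3 SD, cut at about 24% in these data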;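 further: 0% = enzyme with DMSO and 100% = wells lacking PAFAH1B2; many of its hits are not listed in these tables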
Target sequence (P68402 whole entry, looked up): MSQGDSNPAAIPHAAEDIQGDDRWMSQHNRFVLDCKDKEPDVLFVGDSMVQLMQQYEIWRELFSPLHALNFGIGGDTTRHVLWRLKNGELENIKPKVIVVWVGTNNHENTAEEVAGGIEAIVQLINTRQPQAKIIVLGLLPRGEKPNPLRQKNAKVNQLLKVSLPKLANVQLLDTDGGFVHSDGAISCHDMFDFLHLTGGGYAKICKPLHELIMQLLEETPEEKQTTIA
GSTO1 inh: inhibitors of recombinant GSTO1, primary screen, counter-screen for RBBP9 inhibitor project, biochemical, fluorescence polarization. actives 1.1% (n = 300,000). inhibition, % at 5.96 µM. AID 1974, 2009. activity-based probe fluorescence polarization;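 active means inhibition above the campaign mean inhibition plus 3 SD, cut at about 35% in these data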;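 further: 0% = GSTO1-1 with DMSO and 100% = wells lacking GSTO1-1 enzyme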
Target sequence (P78417 whole entry, looked up): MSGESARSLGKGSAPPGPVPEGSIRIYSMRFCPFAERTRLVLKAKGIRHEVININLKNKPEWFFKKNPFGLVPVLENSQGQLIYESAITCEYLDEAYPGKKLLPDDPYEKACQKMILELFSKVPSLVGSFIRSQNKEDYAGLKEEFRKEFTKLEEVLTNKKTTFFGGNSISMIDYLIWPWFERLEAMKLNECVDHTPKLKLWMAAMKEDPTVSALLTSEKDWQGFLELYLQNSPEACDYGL
LYPLA2 counter: LYPLA2 inhibitors, primary screen, counter-screen for PME1 inhibitor project, biochemical, fluorescence polarization, FP-Rh probe ABPP; inhibition, % at 5.9 µM; actives 0.38% (n = 320,000); Acyl-protein thioesterase 2 (Homo sapiens), O95372; recombinant LYPLA2; AID 2177, 2009;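 active means inhibition above the screen-wide mean plus 3 SD, limit set per campaign, cut at about 26% in these data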;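 further: 0% = LYPLA2 with DMSO and 100% = wells lacking LYPLA2 enzyme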
Target sequence (O95372 whole entry, looked up): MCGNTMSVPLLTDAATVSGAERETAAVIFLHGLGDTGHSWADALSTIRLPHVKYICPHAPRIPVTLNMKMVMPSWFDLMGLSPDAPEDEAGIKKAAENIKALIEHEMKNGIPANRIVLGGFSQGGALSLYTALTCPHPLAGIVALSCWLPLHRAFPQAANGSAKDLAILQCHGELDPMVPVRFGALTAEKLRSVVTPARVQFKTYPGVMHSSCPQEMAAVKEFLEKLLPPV
PREPL inhibitor: PREPL enzyme inhibitors, primary screen, biochemical, fluorescence polarization. actives 0.68% (n = 320,000). inhibition, % at 5.96 µM. AID 2751, 2010. recombinant PREPL, fluorescence polarization activity-based probe. Prolyl endopeptidase-like (Homo sapiens), Q4J6C6; in the data active means inhibition above about 43%;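 further: 0% = enzyme with DMSO and 100% = wells lacking enzyme; many of its hits are not listed in these tables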
PAFAH2 FP inh: PAFAH2 enzyme inhibitors, primary screen, biochemical, fluorescence polarization, human | actives 0.99% (n = 340,000) | inhibition, % at 3.39 µM | recombinant PAFAH2, FP-rhodamine activity probe | Platelet-activating factor acetylhydrolase 2, cytoplasmic (Homo sapiens), Q99487;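 active means inhibition above the mean over all tested compounds plus 3 SD, cut at about 30% in these data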;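 further: inhibitors block probe labeling of enzyme so polarization drops; 0% = enzyme with DMSO and 100% = wells lacking PAFAH2 protein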
PAD4 FP inh: human PAD4 inhibitors, primary screen, biochemical, fluorescence polarization, 1536-well format; Protein-arginine deiminase type-4 (Homo sapiens), Q9UM07; recombinant PAD4, RCA probe fluorescence polarization; inhibition, % at 6.36 µM; actives 0.41% (n = 330,000); AID 485272, 2010;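 active means percent inhibition above a cutoff equal to the mean of all tested compounds plus 3 SD, cut at about 15% in these data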;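 further: 0% = PAD4 with RCA probe and DMSO and 100% = probe without PAD4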
An asterisk follows results filed as active; · = not tested or not shown; & = joins results of further samples.

mol,PAFAH1B3 FP inh,LYPLA1 inh,pPAFAH inh,PAFAH1B2 FP inh,GSTO1 inh,LYPLA2 counter,PREPL inhibitor,PAFAH2 FP inh,PAD4 FP inh
NC(=O)N/N=C1\c2ccccc2-c2c(C(N)=O)cccc21,-8,0,-1,3,0,1,6,7,1
COc1ccc2c3c1OC1CC(O)C=CC31CCN(C)C2 (stereo unspecified),-1&12,4&1,1&2,1&-2,-3&5,5&2,-2&1,5&7,-1&1
O=C(O)C1CCCN(S(=O)(=O)c2cccc3cccnc23)C1 (stereo unspecified),9,2,3,2,2,-3,-8,-3,4
NC(=O)c1ccc(NC(=O)COC(=O)CCc2ccc(S(=O)(=O)N3CCCCC3)cc2)cc1,-5,2,5,3,2,-2,-7,2,-6
O=C(Nc1cccnc1)c1noc2c1CCCC2,15,3,3,2,-1,6,4,2,-7
O=S(=O)(Nc1nc2ccccc2s1)c1cc(F)ccc1F,7,1,-1,3,3,3,2,3,0
CCOC(=O)c1ccc(S(=O)(=O)NNC(=O)COc2cccc(C)c2)cc1,4,3,2,15,5,9,-7,1,-8
CC1=NN(C(N)=S)C(C)(C)C1,5,1,1,5,-8,-1,7,-1,0
CCc1cc2c3c(c1)C(C)CC(C)(C)N3C(=O)/C2=C1\SC(=O)NC1=O (stereo unspecified),·,3,13,·,2,11,2,·,-4
C[C@@]12CCC=C[C@H]1[C@H](c1ccc(/C=C/c3ccccc3)cc1F)N(Cc1ccccc1)C2=O,-2,-4,-6,1,-3,-6,3,-2,-3
O=C(COC(=O)CCC(=O)c1ccc(Cl)cc1)NC1CC1,2,-3,6,1,3,3,0,2,1
O=C1N=C(N2CCCCC2)S/C1=C\c1ccc(Br)cc1,4,1,-1,2,-1,3,22,4,1
Cc1ccc(OC(=O)CCC(=O)Nc2ccc(Br)cc2)cc1,5,-3,4,8,6,-4,-5,-6,-4
Cc1nn(CC(=O)O)c(C)c1N,6,3,3,5,6,4,-10,1,-3
Cc1ccc(S(=O)(=O)N2C(=O)CCC2C(=O)O/N=C(\N)c2ccc([N+](=O)[O-])cc2)cc1 (stereo unspecified),-8,2,4,-7,-3,9,16,2,0
Cn1c(=O)c2c(nc(N3CCOCC3)n2C)n(C)c1=O,1,-1,1,0,2,5,14,-2,-1
Cn1ccc(C(=O)Nc2ccc(Br)cc2Br)n1,-4,-3,3,0,3,8,-7,-12,-4
COc1ccccc1-c1nc(NC(C)=O)n[nH]1,·,-2,-2,·,4,-2,4,·,2
COc1cc(/C=C/C(=O)Nc2ccc(OC)c(S(=O)(=O)N3CCOCC3)c2)ccc1OCC#N,21,·,-3,2,·,·,18,-1,2
COc1cc(/C=N/O)c(Br)cc1OCC(=O)Nc1ccccc1C,3,-4,5,0,-1,4,1,2,0
CC(=O)Nc1ccc(CN2CCC(Oc3ccc(C(=O)N4CCCC4)cc3)CC2)cc1,4,-7,-11,-14,-4,-6,5,-2,-5
CC(C)(C)c1cc(NC(=O)c2ccc(OC3CCCC3)cc2)no1,-1,0,1,3,-2,0,-5,5,-5
CC1CCCN(C(=O)Cn2c(-c3nonc3N)nc3ccccc32)C1 (stereo unspecified),2,-3,0,20,2,2,9,-4,-1
Cc1ccc(C(C(=O)NCc2ccccc2)N(Cc2cccs2)C(=O)c2ccc3c(c2)OCCO3)cc1 (stereo unspecified),6,-8,-5,-2,-1,-9,-3,-10,7
O=C(Nc1ccc2nc(SCc3ccc(Cl)cc3)sc2c1)c1ccccc1C(=O)N1CCOCC1,-13,-10,7,8,-16,-13,6,-20,-1
Cc1cccc(/C=N/NC(=O)CN2CCCCCCC2)c1,1,-1,0,2,3,0,8,-6,3
Nc1ncnc2c1ncn2[C@@H]1O[C@H](CNC(=O)[C@@H](N)CO)[C@@H](O)[C@H]1O,9,·,6,1,·,·,·,-1,-2
CCN(C(=O)CSc1nnc(CNc2cccc(OC)c2)n1C1CCCCC1)C1CCS(=O)(=O)C1 (stereo unspecified),13,2,0,4,-3,7,6,-6,1
c1ccc(-c2nc3ccccc3[nH]2)cc1,-1,2,-3,1,5,7,5,1,0
O=S(=O)(Nc1nccs1)c1ccc(Br)cc1,4,1,-4,10,10,-2,6,5,-3
COC(=O)CCC(=O)N1CCCC(N2CCN(c3cccc(C(F)(F)F)c3)CC2)C1 (stereo unspecified),6,-2,-3,2,5,13,-2,-14,-2
CCOC(=O)c1sc(NC(C)=O)nc1C,5,2,1,-4,0,-4,-1,3,-5
O=C(NCCC1CCCCN1S(=O)(=O)c1ccccc1)C(=O)Nc1ccc(F)cc1 (stereo unspecified),6,1,-1,4,1,0,-10,6,-2
O=C(NCc1cccc(Cl)c1)c1ccc2c(c1)OCCO2,1,0,1,-1,0,-8,17,-1,1
Cc1cccc(NC(=O)c2ccc(C(=O)c3ccccc3)o2)c1,-1,-2,-3,0,-3,1,-7,-4,-2
CCOC(=O)N1CCN(C(=O)CSc2nnc(Cc3cccn3C)n2CCc2ccccc2)CC1,2,0,0,6,7,3,13,7,-2
CC(=O)c1nc2ccccc2n1S(=O)(=O)c1ccc(C)cc1,8,-3,5,-4,4,0,0,7,-6
Cc1ccc(CON=C2CCN(c3ncc(C(F)(F)F)cc3Cl)CC2)cc1,10,-1,2,-3,2,-2,-2,-4,0
CSc1nc2c(cc1C#N)CCC2,-7,0,7,-4,-1,4,5,-5,-2
Cc1ccccc1CSCC(=O)Nc1c(C)n(C)n(-c2ccccc2)c1=O,-7,-1,2,-8,-6,-1,-10,-1,0

Four entries from above in a different format.
COc1ccc2c3c1OC1CC(O)C=CC31CCN(C)C2 (stereo unspecified)
  PAFAH1B3 FP inh: -1&12
  LYPLA1 inh: 4&1
  pPAFAH inh: 1&2
  PAFAH1B2 FP inh: 1&-2
  GSTO1 inh: -3&5
  LYPLA2 counter: 5&2
  PREPL inhibitor: -2&1
  PAFAH2 FP inh: 5&7
  PAD4 FP inh: -1&1

O=C(O)C1CCCN(S(=O)(=O)c2cccc3cccnc23)C1 (stereo unspecified)
  PAFAH1B3 FP inh: 9
  LYPLA1 inh: 2
  pPAFAH inh: 3
  PAFAH1B2 FP inh: 2
  GSTO1 inh: 2
  LYPLA2 counter: -3
  PREPL inhibitor: -8
  PAFAH2 FP inh: -3
  PAD4 FP inh: 4

NC(=O)c1ccc(NC(=O)COC(=O)CCc2ccc(S(=O)(=O)N3CCCCC3)cc2)cc1
  PAFAH1B3 FP inh: -5
  LYPLA1 inh: 2
  pPAFAH inh: 5
  PAFAH1B2 FP inh: 3
  GSTO1 inh: 2
  LYPLA2 counter: -2
  PREPL inhibitor: -7
  PAFAH2 FP inh: 2
  PAD4 FP inh: -6

O=C(Nc1cccnc1)c1noc2c1CCCC2
  PAFAH1B3 FP inh: 15
  LYPLA1 inh: 3
  pPAFAH inh: 3
  PAFAH1B2 FP inh: 2
  GSTO1 inh: -1
  LYPLA2 counter: 6
  PREPL inhibitor: 4
  PAFAH2 FP inh: 2
  PAD4 FP inh: -7

Carrying on.
mol,PAFAH1B3 FP inh,LYPLA1 inh,pPAFAH inh,PAFAH1B2 FP inh,GSTO1 inh,LYPLA2 counter,PREPL inhibitor,PAFAH2 FP inh,PAD4 FP inh
COc1ccc(OC)c(NC(=O)c2ccc(NC3=NC4CS(=O)(=O)CC4S3)cc2)c1 (stereo unspecified),2,2,1,4,9,-3,28,-12,2
O=c1ccc(-c2ccccc2)nn1Cc1ccc(Cl)cc1,-2,-3,5,4,-4,38*,-49,2,-3
Cc1csc(=O)n1CC(=O)OCC(=O)c1c(N)n(C)c(=O)n(C)c1=O,7,-3,2,-4,9,-8,-1,-12,3
Cc1ccccc1Nc1c(-c2ccc(N3CCOCC3)cc2)nc2ncccn12,4,1,4,3,15,6,-4,-1,0
Cc1ccc(S(=O)(=O)Nc2ccc(Cl)cc2)cc1NC(=O)c1cc2c(s1)CCCC2,-77,-31,-9,-39,-11,-67,-8,-80,-4
CSCC[C@H](NC(=O)OC(C)(C)C)C(=O)NCC1CCC(C(=O)O)CC1 (stereo partly specified),9,-2,-3,1,6,-4,-10,-2,2
CC1(C)CC(N(Cc2ccccc2)C(=O)Cc2ccccc2)CCO1 (stereo unspecified),2,1,-5,6,7,5,-8,6,-3
CC(=O)c1ccc(Sc2ccccc2N)c([N+](=O)[O-])c1,·,-2,10,·,7,2,4,·,3
Cc1ccc(S(=O)(=O)Nc2ccccc2C(=O)N2CCCC2)cc1,8,-1,3,12,-2,-8,0,-2,-2
CCOc1ccc(CCNC(=O)COC(=O)c2cc(=O)[nH]c3ccccc23)cc1OCC,-1,-4,3,2,-1,-6,4,4,0
COc1ccccc1/C=C(\NC(=O)c1ccc(OC)c(OC)c1)C(=O)Nc1cc([N+](=O)[O-])ccc1C,2,2,-7,-3,-5,-6,-2,2,-4
COc1cc(/C=N/NC(=S)NCCN2CCOCC2)ccc1O,6,2,4,3,2,2,8,0,-2

Bioassay records from PubChem BioAssay.

Only part of the results is shown. The share of hits here may be higher or lower than overall.
